GSH fluor = compound fluoresces at 488/530 nm on GSH beads | AID 1776 | 0.25% of 190,000 active | fluorescence (KMESF) at 10 µM | GSH beads flow cytometry, compound fluorescence 488/530 nm; hits give high values; in the data active means fluorescence above about 89;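 further: glutathione beads carrying GST-tagged Bcl family fusion proteins plus one bare bead set; values are compound well signal with DMSO vehicle wells as background; inactives centre near 16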
Rac1 mut GTP = human Rac1 activated mutant GTP binding change | P63000 | GST-Rac1 activated beads, fluorescent GTP binding, flow cytometry; actives lie on both sides; 100% means binding = to untreated wells | percent activity (GTP binding), % at 10 µM | 0.11% of 190,000 active | AID 764;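 active means GTP binding at least 20 percentage points away from the 100% baseline, in either direction, so actives lie on both sides; inconclusive means Compound likely fluorescent itself, or too few beads counted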
Mcl1 Bid PPI = Mcl-1/Bid interaction inhibition; Q07820; TR-FRET Mcl-1/Bid-Dy647 peptide binding, 1536-well; inhibition, % at 21.7 µM; 0.97% of 220,000 active;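 active means compounds that cut the binding signal by more than half at the single screening dose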;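 further: His-tagged Mcl-1 with europium anti-His antibody binding Bid BH3 peptide; 0% = Mcl-1 plus peptide wells and 100% = peptide-only wells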
Target sequence (Q07820 whole entry, looked up): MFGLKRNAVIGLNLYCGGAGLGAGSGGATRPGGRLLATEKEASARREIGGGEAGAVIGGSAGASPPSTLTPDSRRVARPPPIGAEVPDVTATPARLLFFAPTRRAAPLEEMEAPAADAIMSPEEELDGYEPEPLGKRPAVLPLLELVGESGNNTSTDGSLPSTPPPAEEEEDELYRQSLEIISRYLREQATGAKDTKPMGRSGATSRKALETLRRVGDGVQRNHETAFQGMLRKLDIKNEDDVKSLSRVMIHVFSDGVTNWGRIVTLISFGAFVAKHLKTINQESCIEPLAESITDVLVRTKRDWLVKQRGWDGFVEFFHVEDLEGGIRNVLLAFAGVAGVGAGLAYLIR
Rab7 wt modul = alters GTP binding to wildtype dog Rab7 | 0.055% of 190,000 active | GST-Rab7 beads, fluorescent GTP binding, flow cytometry; actives lie on both sides; untreated = 100%, excess cold GTP = 0% | GTP binding activity (percent of control), % at 10 µM;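 active means fluorescent GTP binding to Rab7 beads changed by at least 20 points from the 100% baseline, either direction, mostly lower; inconclusive means compound itself probably fluorescent, or too few beads counted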;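 further: median green fluorescence of bound Bodipy-FL-GTP per Rab7 bead population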
Avidin bead fluor = compound fluoresces at 488/530 nm on avidin beads | fluorescence (KMESF) at 10 µM | 0.38% of 220,000 active | compound fluorescence 488/530 nm, flow cytometry; hits give high values | AID 1775; in the data active means fluorescence above about 47; further: inactives centre near 10
Pf gamet viab = inhibitors of late stage P. falciparum gametocyte viability; P. falciparum stage V gametocytes, ATP luminescence, 24 h; inhibition, % at 10.9 µM; 0.065% of 150,000 active; AID 743093;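 active means inhibition above the mean plus 3 SD of compounds within the control limits, set per campaign, cut at about 38% in these data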;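 further: 0% = DMSO wells and 100% = medium only without gametocytes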
Rac1 wt modul = modulators of human Rac1 wildtype GTP binding | P63000 | GST-Rac1 beads, fluorescent GTP binding, flow cytometry; actives lie on both sides; 0 = cold GTP competed, 100 = untreated | GTP binding activity (% of control), % at 10 µM | 0.27% of 190,000 active | AID 757;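 active means GTP binding activity at least 20 points away from the 100% control level, either lower or higher; inconclusive means compound flagged as likely green fluorescent, judged across all proteins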
Cdc42 wt = changes GTP binding to wildtype human Cdc42. P60953. GST-Cdc42 beads, Bodipy-GTP binding, flow cytometry; actives lie on both sides. percent activity (GTP binding), % at 10 µM. 0.2% of 190,000 active. AID 761;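 active means percent activity GTP binding at least 20 points away from the 100% baseline, either down as inhibitor or up as activator; inconclusive means compound flagged as likely green fluorescent from well-wide comparison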;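 further: median bead fluorescence of bound Bodipy-FL-GTP at 100 nM; 0% = excess unlabeled GTP control and 100% = no compound control; below 100% means less GTP binding so inhibitor and above means activator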
Target sequence (P60953 whole entry, looked up): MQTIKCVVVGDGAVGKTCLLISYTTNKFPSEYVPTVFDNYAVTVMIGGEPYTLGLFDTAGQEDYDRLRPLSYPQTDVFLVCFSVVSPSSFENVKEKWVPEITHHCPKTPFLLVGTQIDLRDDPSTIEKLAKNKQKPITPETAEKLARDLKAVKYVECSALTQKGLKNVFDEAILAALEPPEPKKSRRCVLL
Mcl1-Noxa inh = Mcl-1/Noxa interaction inhibition; Q07820; TR-FRET Mcl-1/Noxa peptide binding, 2 h; inhibition, % at 21.7 µM; 1.5% of 220,000 active; AID 1022;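 active means compounds that cut the protein-peptide binding signal by more than 50% relative to plate controls in a single-dose test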;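 further: His-tagged Mcl-1 with rhodamine Noxa BH3 peptide and terbium anti-His antibody; 0% = Mcl-1 plus Noxa peptide wells and 100% = peptide-only wells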
Rab2 wt GTP = changes GTP binding to wildtype dog Rab2A, up or down. P61105. GST-Rab2 wt beads, Bodipy-GTP binding, flow cytometry. GTP binding activity, % at 10 µM. 0.19% of 190,000 active. AID 760;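 active means GTP binding activity at least 20 points away from 100%, either lowered or raised; inconclusive means signal likely due to the compound's own green fluorescence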;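 further: 0% = beads with excess unlabeled GTP and 100% = no-compound control corrected for plate trend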
HRas wt GTP bind = human HRas wildtype GTP binding, change in either direction. GTP binding activity, % at 10 µM. P01112. GST-Ras wt beads, Bodipy-FL-GTP binding, flow cytometry; actives lie on both sides. 0.14% of 190,000 active;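 active means GTP binding activity at least 20% away from the 100% baseline, either lowered as inhibitor or raised as activator; inconclusive means flagged as likely green fluorescent, judged across all proteins in the well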;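 further: 0% = unlabeled GTP competition control and 100% = no-compound control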
Target sequence (P01112 whole entry, looked up): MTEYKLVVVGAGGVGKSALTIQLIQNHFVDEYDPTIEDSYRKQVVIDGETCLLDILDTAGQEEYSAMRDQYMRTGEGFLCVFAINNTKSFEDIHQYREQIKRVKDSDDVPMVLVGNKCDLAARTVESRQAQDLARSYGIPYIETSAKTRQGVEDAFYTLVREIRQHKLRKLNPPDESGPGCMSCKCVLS
* = called active by the depositor; ? = inconclusive; · = no result given; & = joins results of further samples. A portion of the library; rates above refer to the full screens.

SMILES	GSH fluor	Rac1 mut GTP	Mcl1 Bid PPI	Rab7 wt modul	Avidin bead fluor	Pf gamet viab	Rac1 wt modul	Cdc42 wt	Mcl1-Noxa inh	Rab2 wt GTP	HRas wt GTP bind
c1ccc(CNCCc2ccc3c(c2)OCO3)nc1	23	97	27	99	4	-15	98	100	35	100	98
CCOC(=O)C1(c2ccccc2)CCN(CC(=O)Nc2ccc(C)cc2)CC1	14	93	-8	105	10	5	97	98	14	101	96
O=C1NC(=O)C2(Cc3ccccc3N3CCCC32)C(=O)N1Cc1ccccc1 (stereo not drawn)	23	100	-27	97	30	-3	102	99	14	96	98
Cc1cc(C)nc(/N=C(\N)c2c(O)[nH]c(=O)[nH]c2=O)n1	16	98	-5	98	40	-45	96	99	22	97	99
CCCCN1C(=O)/C(=C/c2ccc(N(C)C)cc2)C(=O)N(Cc2ccco2)C1=O	19	95	-91	98	15	·	103	99	19	94	99
Cc1ccc(CN2CCN(C)CC2)c(C)c1	39	98	11	95	14	-21	94	100	38	97	98
COc1ccccc1OCCCn1cc(C(=O)C2CC2)c2ccccc21	26	97	-7	102	11	-29	97	94	9	95	95
CCOc1ccc(-n2c(O)c(C=Nc3ccc(N(CC)CC)cc3)c(=O)[nH]c2=O)cc1	24	101	-85	98	4	·	104	102	8	99	101
O=C(CN1CCOCC1)NCC(=O)Nc1ccc(Br)cc1C(=O)c1ccccc1	38	99	0	98	11	14	100	100	15	99	101
Cc1cccnc1-n1c(C)nc2ccccc2c1=O	37	94	-7	95	13	·	97	97	-11	96	97
CC(C)CC1C(C#N)=C(N)Oc2c1c(=O)oc1ccccc21 (stereo not drawn)	15	96	-14	100	8	·	98	96	17	97	97
CC(=O)NC(Cc1ccc(N(CCCl)CCCl)cc1)C(=O)NC(C(=O)O)C(C)C (stereo not drawn)	10	93	-17	100	11	14	99	94	9	97	98
Clc1ccc2c(c1)C(c1ccccc1Cl)=NCc1nnc(Br)n1-2	20	94	-6	90	20	14	100	96	16	92	94
O=S(=O)(c1ccc(Cl)cc1)N1CCCCC1c1cccnc1 (stereo not drawn)	9	95	-14	103	25	18	96	91	2	97	97
c1ccc2sc(N3CCNCC3)nc2c1	19	96	-18	97	12	2	98	98	17	97	97
Fc1ccccc1N1CCN(Cc2c(F)cccc2F)CC1	29	98	-35	99	13	·	103	100	11	101	100
CCOC(=O)c1ccc(NC(=O)c2c(O)[nH]c(=O)[nH]c2=O)cc1	22	96	8	99	29	·	101	97	31	99	98
CCC(=O)Nc1cc(C(=O)N2CCC3(CC2)OCCO3)ccc1S(=O)(=O)c1ccc(C)cc1	27	100	-13	101	9	·	102	104	5	102	103
CCC1(C)OC(c2ccccc2)=C/C(=C/C=C2C(=O)NC(=O)NC2=O)O1 (stereo not drawn)	11	96	-5	101	21	-4	102	100	2	98	100
N#Cc1ccc(NC(=O)CN2CCCC2)cc1Cl	12	98	-2	100	10	4	102	102	-2	100	99
Cc1cc(/C=C2\C(=O)NC(=O)N(c3ccc(F)cc3)C2=O)c(C)n1-c1cccc(C(=O)O)c1	23	89	-42	94	9	21	91	88	23	89	92
C=CCn1c(O)c(C(C)=NCCO)c(=O)[nH]c1=O	15	99	-12	102	12	·	99	104	4	102	104
CC1(C)C(C(=O)NN2C(=O)c3ccccc3C2=O)C1(C)C	17	99	-9	100	35	·	101	99	10	100	100
CCn1cc(C(=O)O)c(=O)c2ccc(C)nc21	21	100	6&-46	92	10&5	·	98	101	1&-52	97	96
Cn1cc(CCC(=O)N2CCC3(CC2)OCCO3)c2ccccc21	22	101	9	98	28	·	109	105	18	101	101
CC(NCc1ccccc1C(F)(F)F)C(O)c1ccccc1 (stereo not drawn)	10	96	-15	91	20	-15	94	96	-4	94	93
COC(=O)Nc1ccc(N=C(N)N[N+](=O)[O-])cc1	17	95	-28	96	12	·	98	96	2	95	97
CCN(CC)c1ccc(/C=N/c2sc3c(c2C#N)C2CCN3CC2)c(O)c1	28	?	-32	?	3	·	?	?	-10	?	?
N#CCCn1cc(C(=O)Nc2ccccc2Br)c(-c2ccc([N+](=O)[O-])cc2)n1	19	100	14	97	8	-17	103	101	0	99	100
Oc1ccc(/C=N/NP(=S)(c2ccccc2)c2ccccc2)cc1O	7	95	-47	100	10	-29	97	98	2	96	99
CC1CN(O)C2CCc3c(no[n+]3[O-])C12O (stereo not drawn)	27	98	-10	106	13	·	108	101	6	104	103
O=Cc1cn(Cc2cccc([N+](=O)[O-])c2)c2ccccc12	12	98	-9	97	7	8	101	98	-8	100	100
N=c1sccn1Cc1ccc(Cl)cc1Cl	4	102	-10	102	13	·	106	103	5	102	102
O=c1c2ccccc2[nH]c(=S)n1-c1ccc(Br)cc1	15	94	-26	94	8	11	97	95	-17	95	95
COc1cccc(C2C([N+](=O)[O-])=C(N)Oc3c2c(=O)oc2ccccc32)c1 (stereo not drawn)	17	94	-6	94	27	-1	101	96	-1	94	97
CSc1ccc(CN2CCN(C(=O)COc3ccc(C)cc3)CC2)cc1	16	97	21	95	10	-10	96	94	16	95	96
Cc1cc(Cl)ccc1OCC(=O)O	5	99	0	96	8	·	101	103	12	97	98
CSc1ccc(CN2CCN(Cc3ccccc3Cl)CC2)cc1	13	99	8	105	22	2	98	99	18	99	99
COc1ccc(C(=O)C2CCCN(Cc3ccc(C)s3)C2)cc1OC (stereo not drawn)	10	96	-15	105	3	13	99	97	6	102	99
O=P(O)(O)Cc1c(Cl)cccc1Cl	21	101	15	97	11	7	104	102	20	99	99
c1ccc2c(CNC3CCCCC3)c[nH]c2c1	4	98	-41	95	7	·	99	101	3	96	99
Cc1cccc(C(=O)Nc2ccc(Cl)cc2C(=O)c2ccccc2)c1	16	100	19	97	8	-6	101	103	-14	101	102
O=P(c1ccccc1)(c1nc2ccccc2s1)N1CCOCC1 (stereo not drawn)	11	102	-2	105	9	16	112	107	4	104	105
Cc1ccc(-n2c(O)c(C=NCc3cccnc3)c(=O)[nH]c2=O)cc1C	5	99	-18	98	8	·	108	104	-17	100	101
Cn1c(=O)cc(SCC(=O)N2CCC3(CC2)OCCO3)c2ccccc21	31	101	45	103	12	-10	106	105	35	103	103
CN(C)CCOC(=O)c1cn(Cc2ccccc2)c2ccccc12	25	100	-16	99	5	·	104	102	15	99	101
O=c1[nH]c(=S)[nH]c(O)c1N=Nc1ccc(OC(F)F)cc1	16	95	-23	94	14	-2	104	92	15	93	95
CCN1CCN(C(=O)Cc2coc3cc(C)cc(C)c23)CC1	23	99	-18	99	11	8	105	102	8	103	101
CCOC(C(=O)OCC(O)CN(CC)CC)(c1ccccc1)c1ccccc1 (stereo not drawn)	13	100	-25	103	5	·	106	101	29	103	100
CCOC(=O)c1c(C)c(P(=S)(N2CCOCC2)N2CCOCC2)n(C)c1C	23	97	-8	99	14	·	98	99	8	100	100
C=CCn1c(O)c(/C=C2/C=CC=N2)c(=O)[nH]c1=O	12	99	-20	99	10	3	104	106	1	97	98
CCN(N=Nc1nonc1OC)c1nonc1OC	14	96	20	99	21	·	101	102	5	100	99
N#CSCC(=O)N1c2ccccc2CCc2ccccc21	10	98	-4	100	3	-26	98	91	-1	95	97
O=C1NC(=O)[C@]2(Cc3ccccc3N3CCN(c4ccccc4)CC32)C(=O)N1c1ccccc1 (stereo partly drawn)	10	97	-26	94	17	21	95	97	16	95	96
CCOc1ccccc1N1C(=O)NC(=O)C(CCc2ccncc2)(CCc2ccncc2)C1=O	8	97	14	92	5	2	101	98	8	95	95
COC(=O)C(O)(c1ccc(N(C)S(=O)(=O)c2ccccc2)cc1)C(F)(F)F (stereo not drawn)	23	100	-28	98	10	·	104	101	-6	100	99
COc1ccc(C(C)=O)cc1CC(C(=O)c1ccc(F)cc1)N(C)C (stereo not drawn)	18	100	-57	101	18	-3	105	104	8	102	101
COC(=O)c1c(C)n(Cc2ccc3c(c2)OCO3)c2ccc(O)cc12	49	99	11	101	41	·	101	102	25	102	104
CC1=CC(=C2C(=O)NC(=O)NC2=O)C=C(C(F)(F)F)N1Cc1ccccc1	15	91	-3	96	9	22	88	85	13	85	88
COc1ccc(CCNCc2cccc(C(F)(F)F)c2)cc1OC	11	95	9	102	9	14	92	92	22	97	96

Looked up by compound from above (2):
SMILES	GSH fluor	Rac1 mut GTP	Mcl1 Bid PPI	Rab7 wt modul	Avidin bead fluor	Pf gamet viab	Rac1 wt modul	Cdc42 wt	Mcl1-Noxa inh	Rab2 wt GTP	HRas wt GTP bind
CCn1cc(C(=O)O)c(=O)c2ccc(C)nc21	21	100	6&-46	92	10&5	·	98	101	1&-52	97	96
Oc1ccc(/C=N/NP(=S)(c2ccccc2)c2ccccc2)cc1O	7	95	-47	100	10	-29	97	98	2	96	99

Additional structures:
SMILES	GSH fluor	Rac1 mut GTP	Mcl1 Bid PPI	Rab7 wt modul	Avidin bead fluor	Pf gamet viab	Rac1 wt modul	Cdc42 wt	Mcl1-Noxa inh	Rab2 wt GTP	HRas wt GTP bind
OC(CNC1CCCCCCC1)c1ccccc1 (stereo not drawn)	13	96	-17	94	12	·	95	96	18	96	95
O=C1NC(=O)N(Cc2ccccc2Cl)C(=O)/C1=C/c1cccs1	63	90	-24	96	7	5	97	94	-8	92	93
Cc1ccc(-n2c(O)c(/C=N/N3CCCCC3c3cccnc3)c(=O)[nH]c2=S)cc1 (stereo not drawn)	12	103	-25	103	11	·	106	104	18	103	103
CCOC(=O)c1c(-n2c(C)cc(C=C3C(=O)NC(=O)NC3=O)c2C)sc2c1CCCC2	21	99	-33	99	7	22	99	102	11	100	101
CC1CCCN(C(=O)c2ccc(N3CC4CC(C3)c3cccc(=O)n3C4)c([N+](=O)[O-])c2)C1 (stereo not drawn)	15	100	-18	96	10	·	102	99	5	99	98
O=C(c1ccccc1)c1cn(CC(=O)N2CCCc3ccccc32)c2ccccc12	58	100	9	101	1	-14	105	101	9	102	100
COc1ccccc1CCNC1CCCC(C)C1 (stereo not drawn)	10	99	1	102	5	-23	103	99	18	99	97
Cc1ccc(C2N(c3ccccn3)C(=O)C3CCCN32)o1 (stereo not drawn)	11	92	10	96	12	-32	88	92	11	96	93
Nc1ccc(Cl)cc1C(=O)c1ccccc1Cl	15	98	-30	102	4	-31	102	102	6	101	103
CCN1CC2(COC(=O)c3ccccc3N)CCC(OC)C34C5CC6C(OC)CC(O)(C5C6OC)C(O)(C(OC)C23)C14 (stereo not drawn)	17	100	-1	95	28	·	103	100	5	98	98
Nc1ccc(C2(c3ccc(N)cc3)CN3CCC2CC3)cc1	12	?	-115	?	13	·	?	?	-4	?	?
Cc1ccccc1C1=NCC(=S)Nc2ccc(Cl)cc21	51	100	-20	100	7	·	106	99	2	99	101
